TrxR1 substrate: qHTS Assay for Substrates of Mammalian Selenoprotein Thioredoxin Reductase 1 (TrxR1): qHTS | Potency, µM (titrated, usually from 114 µM), without a hit: at the highest dose activity change, negative = substrate turnover | 0.01% of 390,000 active | purified TrxR1 substrate turnover, NADPH consumption readout; note: potency is the fitted concentration of half-maximal effect; % is set by controls: 0 for no effect and ±100 for the full control effect; nearly all actives have a fitted effect of over 50% in size
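Rat TrxR1, dispensed at 90 nM, was prereduced with 400 uM NADPH (final) for 5 min at ~22 deg C, then incubated with compound 15 min before 400 uM selenite. A first-read NADPH fluorescence drop versus no-compound background flagged substrates.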
TrxR1 inh: qHTS Assay for Inhibitors of Mammalian Selenoprotein Thioredoxin Reductase 1 (TrxR1): qHTS; Thioredoxin reductase 1, cytoplasmic (Rattus norvegicus), O89049; recombinant rTrxR1, NADPH fluorescence consumption, selenite substrate; Potency, µM (highest dose often 114 µM), for the others: at the top dose activity change, negative = inhibition, most hits filed as inhibitors; 1% of 390,000 active; note: potency is the fitted concentration of half-maximal effect; % is set by controls: 0 for no effect and ±100 for the full control effect; nearly all actives have a fitted effect of over 65% in size
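Rat TrxR1 (90 nM in the dispensed reagent) was pre-reduced with 400 uM NADPH for 5 min at room temperature, then incubated with compound for 15 min. After 400 uM selenite was added, NADPH fluorescence (Ex 340/Em 450 nm) was followed for 8 min.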
LDHA inh: qHTS assay for inhibitors of human lactate dehydrogenase; 0.15% of 480,000 active; activity change, % (values are at about 110 or 230 µM); purified LDHA, NADH/diaphorase-resazurin fluorescence; active compounds read low; L-lactate dehydrogenase A chain (Homo sapiens), P00338; in the data active = activity change below about -30%; inconclusive = mostly about -25% to -30%;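 note: plate controls were DMSO wells for no effect and wells without enzyme for full effect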
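Human LDH5 (2 nM) was incubated with 0.06 mM NADH and 0.2 mM pyruvate for 5 min at room temperature in Tris pH 7.4. Remaining NADH was coupled through diaphorase/resazurin, and resorufin fluorescence was read at 0 and 20 min.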
Vif-A3G inh: qHTS for Inhibitors of Vif-A3G Interactions: qHTS | HeLa A3G-eYFP + Vif (tagged APOBEC3G with the HIV-1 protein that degrades it), YFP fluorescence, overnight | DNA dC->dU-editing enzyme APOBEC-3G (Homo sapiens), Q9HC16 | 0.076% of 410,000 active | Potency, µM (titrated, usually from 46.1 µM), for inactives: at the highest dose activity, negative = active, actives largely listed as inhibitors;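 note: potency is the fitted concentration of half-maximal effect; % is set by controls: 0 for no effect and ±100 for the full control effect; nearly all actives have a fitted effect of over 60% in size; hits raise eYFP signal because A3G escapes Vif-driven loss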
Target sequence (Q9HC16 whole entry, looked up): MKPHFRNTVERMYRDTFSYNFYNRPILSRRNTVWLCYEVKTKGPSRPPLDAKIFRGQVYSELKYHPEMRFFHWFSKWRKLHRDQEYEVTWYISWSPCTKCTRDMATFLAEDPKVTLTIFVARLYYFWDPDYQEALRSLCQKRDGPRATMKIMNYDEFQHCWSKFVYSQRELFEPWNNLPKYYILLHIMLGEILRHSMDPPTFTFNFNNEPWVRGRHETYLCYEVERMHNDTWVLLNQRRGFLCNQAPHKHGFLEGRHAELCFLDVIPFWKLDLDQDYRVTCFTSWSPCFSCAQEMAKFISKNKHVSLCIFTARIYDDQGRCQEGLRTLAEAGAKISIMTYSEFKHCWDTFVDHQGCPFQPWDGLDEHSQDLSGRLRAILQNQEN
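HeLa cells stably expressing Vif and C-terminally eYFP-tagged A3G, seeded overnight at 37 deg C, then exposed to compound by pintool overnight at 37 deg C. Rise in yellow fluorescence (Ex 488/Em 500-530, Acumen) marks blocked Vif-driven A3G degradation.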
USP1-UAF1 inh: Inhibitors of USP1/UAF1: Primary Screen; recombinant USP1/UAF1, Ub-Rhodamine cleavage fluorescence; Potency, µM (top dose mostly 57.1 µM), inactives show at the top dose activity change, negative = inhibition, actives largely listed as inhibitors; Ubiquitin carboxyl-terminal hydrolase 1 (Homo sapiens), O94782; AID 743255, 2014; 0.23% of 390,000 active; note: potency is the fitted concentration of half-maximal effect; % is set by controls: 0 for no effect and ±100 for the full control effect; nearly all actives have a fitted effect of over 60% in size; inactives centre near -12
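1 nM enzyme complex + cpd, 15 min RT; start with Ub-Rho 150nM final; kinetic fluorescence ex 480/em 540, 6 reads q60 s. Buffer 50mM HEPES pH 7.8, 0.5mM EDTA, 0.1 mg/ml BSA, 1mM TCEP, 0.01% Tween-20.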
Vif-A3F inh: qHTS for Inhibitors of Vif-A3F Interactions: qHTS. HeLa A3F-eYFP + Vif (tagged APOBEC3F with the HIV-1 protein that degrades it), YFP fluorescence increase. Potency, µM (series often up to 46.1 µM), for inactives: top-dose activity, negative = active. 0.2% of 390,000 active. AID 602313, 2012; note: potency is the fitted concentration of half-maximal effect; % of control where 0% means no effect; nearly all actives have a fitted effect of over 65% in size
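HeLa cells stably expressing A3F-eYFP plus Vif, plated and incubated overnight at 37 deg C, then exposed to compounds overnight at 37 deg C. Blocked degradation read as raised yellow fluorescence (Ex 488/Em 500-530).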
IDH1 R132H inh: qHTS for Inhibitors of mutant isocitrate dehydrogenase 1 (IDH1): qHTS. Isocitrate dehydrogenase [NADP] cytoplasmic (Homo sapiens), O75874. IDH1-R132H enzyme, NADPH consumption, diaphorase/resazurin fluorescence. Potency, µM (series often up to 76.6 µM), inactives show at the top dose activity change, negative = inhibition, hits mostly inhibitors. 0.093% of 390,000 active. AID 602179, 2012; note: potency is the fitted concentration of half-maximal effect; % is set by controls: 0 for no effect and ±100 for the full control effect; nearly all actives have a fitted effect of over 65% in size
Target sequence (O75874 whole entry R132H, stated change not applied): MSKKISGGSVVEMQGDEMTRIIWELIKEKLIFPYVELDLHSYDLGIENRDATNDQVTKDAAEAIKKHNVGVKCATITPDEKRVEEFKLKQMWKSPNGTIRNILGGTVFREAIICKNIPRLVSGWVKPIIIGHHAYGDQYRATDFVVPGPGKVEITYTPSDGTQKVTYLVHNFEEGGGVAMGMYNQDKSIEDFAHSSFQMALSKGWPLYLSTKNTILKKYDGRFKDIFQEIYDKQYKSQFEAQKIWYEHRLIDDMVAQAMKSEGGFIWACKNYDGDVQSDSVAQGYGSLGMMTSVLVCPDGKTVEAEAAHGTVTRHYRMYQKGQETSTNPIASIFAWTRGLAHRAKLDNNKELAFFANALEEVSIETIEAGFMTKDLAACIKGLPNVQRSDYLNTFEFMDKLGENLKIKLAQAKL
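IDH1-R132H (0.5 ug/mL) preincubated 30 min with compound, then NADPH (0.016 mM) and alpha-KG (2 mM) added; 80 min at RT, pH 7.5. Remaining NADPH coupled via diaphorase/resazurin to fluorescence (540/590 nm); concentration-response curves normalized to no-enzyme control.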
Glioma ERSR ind: qHTS for Inducers of the Endoplasmic Reticulum Stress Response (ERSR) in Human Glioma: qHTS; U87-MG GRP78 promoter luciferase reporter, 16 h; Potency, µM, for the others: at the highest dose activation, usual class: activators; 0.02% of 420,000 active; note: potency is the fitted concentration of half-maximal effect; series mostly up to about 76 µM; % of control where 0% means no effect; nearly all actives have a fitted effect of over 35% in size
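Stably transfected U87-MG human glioma cells carrying a GRP78-based luminescent sensor were seeded at 1000 cells/well, pin-dosed with compounds and incubated 16 h. Luciferase reagent was then added, and end-point luminescence was read after 10 min at room temperature.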
RGS4 inhibitor: Inhibitors of Regulator of G Protein Signaling (RGS) 4: qHTS; Regulator of G-protein signaling 4 (Homo sapiens), P49798; Transcreener GDP fluorescence polarization, RGS4-accelerated GTP hydrolysis; Potency, µM (top dose mostly 114 µM), inactives show at the highest dose activity change, negative = inhibition, most hits filed as inhibitors; 0.039% of 390,000 active; AID 504845, 2011; note: potency is the fitted concentration of half-maximal effect; % is set by controls: 0 for no effect and ±100 for the full control effect; nearly all actives have a fitted effect of over 75% in size; some results filed as inactive show a strong effect at the top dose
Target sequence (P49798 whole entry, looked up): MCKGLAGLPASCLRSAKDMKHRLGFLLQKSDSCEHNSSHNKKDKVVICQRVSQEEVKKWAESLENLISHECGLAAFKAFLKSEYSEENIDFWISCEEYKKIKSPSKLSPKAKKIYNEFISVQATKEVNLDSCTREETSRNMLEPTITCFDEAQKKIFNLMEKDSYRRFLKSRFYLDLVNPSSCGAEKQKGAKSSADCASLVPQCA
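MLSMR compounds (23 nl, pin-transferred) preincubated 10 min at room temperature with a 500nM (2x) first reagent, then RGS4 at 900nM (2x) plus Transcreener GDP mix added; fluorescence polarization (620/688 nm) read before and after 90 min at 30 °C.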
Active calls of the source: *; ? = inconclusive; · = no result given; & = joins results of further samples; [ ] = dose if it differs, or a comment. Unless noted, calls come from the whole dose curve; as a rule, active = well fitted curve in the direction sought with a large enough effect; inconclusive = small, poorly fitted or top-dose-only effect, or another doubt; inactive = no such curve, though single readings can be large; an effect the other way counts as inactive or inconclusive. Not all compounds are listed; the hit share may differ from the screen's.

SMILES	TrxR1 substrate	TrxR1 inh	LDHA inh	Vif-A3G inh	USP1-UAF1 inh	Vif-A3F inh	IDH1 R132H inh	Glioma ERSR ind	RGS4 inhibitor
O=C(Nc1ccccc1C(=O)NCc1ccccc1)c1ccccc1	6%	9%	-2	0%	-22%	-3%	13%	-1%	5%
COc1ccccc1N1CCN(C(=O)Cn2ncc3ccsc3c2=O)CC1	2%	14%	3	2%	-31%	-4%	2%	-3%	13%
O=C(NCc1ccc(Cl)cc1)C(=O)Nc1ccc(Br)cc1	3%	18%	-8	2%	-22%	-3%	18%	-3%	9%
O=C(NCCOC(=O)c1cccs1)c1cccnc1	-13%	-11%	-2	0%	-2%	0%	0%	-1%	5%
CCOc1ccc2c(c1)[C@@H]1C=CC[C@@H]1[C@H](c1ccccc1Cl)N2	7%	13%	-3	-1%	-13%	-11%	14%	2%	-10%
Oc1[nH]c2ccccc2c1C1=NCCCCC1	-2%[57.1 µM]	1%[57.1 µM]	-8	-1%	-28%	-1%	-3%	7%	14%
O=C1NC(=O)C(c2ccc(F)cc2)N1 (stereo not given)	0%	9%	-5	2%	-19%	16%	-14%	-2%	-8%
CCOc1ccc(N(CC(=O)Nc2ccccc2C)S(=O)(=O)c2c(C)[nH]c(=O)[nH]c2=O)cc1	-3%	21%	-5	1%	-10%	-1%	-20%	-3%	13%[56.9 µM]
C=CCNc1nc(C(=O)OCC(=O)c2cccc(Br)c2)cs1	0%	-6%	-4	1%	-3%	1%	-4%	-1%	-15%
O=C(NNc1c(Cl)cc(Cl)cc1Cl)c1cccc([N+](=O)[O-])c1	3%	6%	-6	0%	-17%	4%	2%	-2%	-2%
COc1ccc(-c2ccc3c(N)c(C(=O)NCc4ccc(Cl)cc4)sc3n2)cc1	33%[activator]	-5%	3	-11%	-22%	1%	8%	-4%	-22%
COc1ccc(C(=O)CSc2nnc(-c3ccco3)n2CC2CCCO2)cc1 (stereo not given)	-6%	?	0	1%	-6%	·	8%	0%	22%
COc1ccccc1-c1nc2cc(NC(=O)c3ccccc3Cl)ccc2o1	42%[activator]	43%[activator]	-9	-5%	-20%	-2%	9%	-1%	?
Cn1c(=O)oc2cc(S(=O)(=O)NCc3ccccc3)ccc21	10%	13%	-8	-5%	-25%	1%	2%	-3%	14%
COCCNS(=O)(=O)c1ccc(Cl)c(C(=O)NC2CCN(Cc3ccccc3)CC2)c1	4%	-1%	-5	0%	2%	-13%	-1%	-1%	-1%
CCOc1ccc(NC(=O)c2ccc(NS(=O)(=O)c3cccs3)cc2)cc1	9%[57.1 µM]	31%[57.1 µM]	-8	-1%	-9%	-5%	7%	-1%	24%
CC(Cc1ccccc1)NC(=O)CC(c1ccccc1)c1ccccc1O (stereo not given)	13%[57.1 µM]	18%[57.1 µM]	-8	0%	?	-1%	2%	-5%	22%
Cc1cc(F)c(F)c(C(=O)N2CCCCC2C)c1Cl (stereo not given)	2%	13%[57.1 µM]	-6	0%	-17%	5%	-5%	-4%	-4%
COc1ccccc1N1C(=O)CCC1(C#N)c1ccccc1 (stereo not given)	-1%	16%	-2&2	2%	-3%	7%	0%	-3%	-44%
O=C(c1cc2ccccc2o1)N1CCN(S(=O)(=O)c2ccc(Cl)s2)CC1	-5%	2%	2	0%	-21%	-13%	3%	-1%	-39%
CC(C(=O)Nc1ccccc1C(=O)N1CCOCC1)N(c1ccc(Cl)cc1)S(C)(=O)=O (stereo not given)	5%[57.1 µM]	25%[57.1 µM]	-11	-3%	-10%	-3%	1%	-1%	?
COc1ccc(C(=O)N/N=C(\C)CC(=O)NC2CCCCC2)c(OC)c1	0%	8%	0	-2%	-16%	-1%	-3%	-3%	23%
CC(C)(C)C(=O)[C@H]1[C@H](c2ccccc2)[C@@]2(N=C(c3ccccc3)OC2=O)C2c3ccccc3C=NN21 (stereo not given in full)	2%	-4%	-1	-9%	-15%	-8%	0%	4%	-20%
C=CCOc1ccc(Br)cc1CNC(C)(C)C	11%[57.1 µM]	11%[57.1 µM]	-7	0%	?	-2%	0%	-7%	-13%
COc1ccc(CNC(=O)c2ccc3[nH]c(C)c(C)c3c2)c(OC)c1	2%[57.1 µM]	4%[57.1 µM]	2	0%	-14%	4%	5%	-2%	-5%
CC(C)NS(=O)(=O)c1ccc(OCC(=O)N2CCCC2)c(Cl)c1	2%[57.1 µM]	-9%[57.1 µM]	-6	1%	0%	-6%	-4%	-2%	-1%
CC(=O)c1ccc(NC(=O)CSc2c(C(C)C)cnc3c2c(=O)n(C)c(=O)n3C)cc1	-1%[57.1 µM]	7%[57.1 µM]	-8	4%	?	-2%	0%	-3%	-31%
CN1CCN(C(=S)Nc2cccc(C(F)(F)F)c2)CC1	-12%	-24%	2	0%	-16%	1%	2%	-3%	-5%
COc1ccc(CNC(=O)C2CCN(C(=O)N(C)C)CC2)c(OC)c1	7%[57.1 µM]	13%[57.1 µM]	-9	1%	-1%	-16%	-2%	2%	-6%
FC(F)(F)c1ccccc1CN1CCCC(N2CCN(c3ccccc3)CC2)C1 (stereo not given)	0%	?	1	2%	-14%	-10%	6%	-4%	-15%
CCN(CC(=O)NC1CCS(=O)(=O)C1)S(=O)(=O)c1ccc2ccccc2c1 (stereo not given)	2%	8%	-12	1%	0%	-7%	0%	-2%	7%
CCc1ccc(C(=O)Nc2ccc3c(c2)n(C)c(=O)n3C)cc1	5%[57.1 µM]	-7%[57.1 µM]	5	-11%	-4%	7%	6%	8%	30%
CCCCOc1ccc(C2CC(=O)NC2=O)cc1 (stereo not given)	8%	14%	-3	1%	-13%	-4%	9%	1%	-5%
COc1cccc(CSc2nc3ccccc3c3nc(CCn4c(C)nc5ccccc54)nn23)c1	3%[57.1 µM]	11%[57.1 µM]	2	-1%	-24%	0%	10%	-2%	-9%
Cc1cc([N+](=O)[O-])nn1CCCC(=O)Nc1c(C)n(C)n(-c2ccccc2)c1=O	6%	13%	-3	0%	-8%	13%	2%	-1%	6%
Cc1ccc(C(=O)COC(=O)C(CC(C)C)NC(=O)C2CCC(C)CC2)cc1 (stereo not given)	2%	13%	-11	-2%	-14%	-11%	17%	-2%	26%
Cc1cc(C(=O)O)ccc1-c1ccc(CO)o1	228%[activator]	-3%	2	-6%	-5%	8%	-6%	1%	13%
COc1cc(/C=C/C(=O)O)cc(S(=O)(=O)Nc2ccc3nc(SC)sc3c2)c1OC	8%[57.1 µM]	14%[57.1 µM]	-16	5%	-25%	-4%	6%	1%	11%
CSc1cccc(NC(=O)Cn2c3ncccc3c(=O)n2-c2ccc(C)cc2)c1	21%[57.1 µM]	37%[activator][57.1 µM]	2	1%	?	1%	0%	-1%	0%
Cc1ccc(-c2cn(-c3ccccc3)c(SCC(N)=O)n2)cc1C	-17%	-7%	-1	-3%	-17%	1%	9%	4%	-29%
COc1cccc(Oc2ccc(C(F)(F)F)cc2NC(=O)CCc2nc3ccccc3c(=O)[nH]2)c1	-14%	-15%	5	?	-22%	2%	8%	3%	-20%
Cc1ccc(C)c(NC(=O)CCc2c(C)nn(-c3ccc(N4CCCCC4)nn3)c2C)c1	3%	16%	-2	0%	-16%	-1%	4%	0%	-34%[11.4 µM]
Cc1nnc(C)n1/N=C/c1ccc(-c2ccccc2Cl)o1	-17%[57.1 µM]	19%[57.1 µM]	0	3%	-17%	-11%	6%	0%	-39%
COC(=O)c1cc(=O)nc2scc(C)n12	-5%[57.1 µM]	10%[57.1 µM]	1	4%	-16%	-5%	12%	2%	-2%
C[C@@H]1CN([C@H](C)CO)C(=O)c2cccc(NS(=O)(=O)c3cccs3)c2O[C@H]1CN(C)Cc1ccccc1	8%[57.1 µM]	16%[57.1 µM]	-4	4%	-24%	5%	9%	-2%	14%
O=C(NNC(=O)c1ccncc1)Nc1ccc(N=Nc2ccccc2)cc1	-13%	-5%	-1	-1%	-18%	1%	-5%	3%	-2%

Bioassay records: PubChem BioAssay, National Center for Advancing Translational Sciences (NCATS)
